# Source: PubChem (National Center for Advancing Translational Sciences (NCATS))
# GALK inh: inhibitors of human galactokinase; Purified GALK, Kinase-Glo residual ATP luminescence; Potency, µM (top dose mostly 57.5 µM), inactives show at the top dose activity change, negative = inhibition, most hits filed as inhibitors; hit rate 0.007% among 270,000; note: potency is the fitted concentration of half-maximal effect
#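 The enzyme phosphorylates galactose (100 uM) using ATP (35 uM); inhibition is detected as higher residual ATP, quantified by bioluminescence after 1 h reaction at room temperature, pH 8.0.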
# PKM2 activator: increases activity of human pyruvate kinase M2; hit rate 0.34% among 260,000; Potency, µM (top dose mostly 57.5 µM), without a hit: top-dose activation, most hits filed as activators; AID 1631; purified PKM2, Kinase-Glo ATP luminescence, activation; response scale: 0% is enzyme alone, no compound; note: potency is the fitted concentration of half-maximal effect; nearly all actives have a fitted effect of over 55% in size
#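 Purified hPK-M2 (>95%) run at intermediate activity with 0.1 mM ADP and 0.5 mM PEP in 50 mM imidazole pH 7.2, KCl, MgCl2; 1 h room temperature. ATP formed read by Kinase-Glo luminescence; normalized to uninhibited and no-enzyme controls.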
# hERG WT inh: KCNH2 (human, wildtype) channel inhibition; Q12809; U2OS, BacMam KCNH2, thallium flux FluxOr; active compounds read low; activity change, % at 1.84 µM; hit rate 0.37% among 340,000; AID 720551;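 active = maximum activity change below -70%; inconclusive = maximum activity change between -70% and -50%; inactive = maximum activity change above -50%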
# Target sequence (Q12809 whole entry, looked up): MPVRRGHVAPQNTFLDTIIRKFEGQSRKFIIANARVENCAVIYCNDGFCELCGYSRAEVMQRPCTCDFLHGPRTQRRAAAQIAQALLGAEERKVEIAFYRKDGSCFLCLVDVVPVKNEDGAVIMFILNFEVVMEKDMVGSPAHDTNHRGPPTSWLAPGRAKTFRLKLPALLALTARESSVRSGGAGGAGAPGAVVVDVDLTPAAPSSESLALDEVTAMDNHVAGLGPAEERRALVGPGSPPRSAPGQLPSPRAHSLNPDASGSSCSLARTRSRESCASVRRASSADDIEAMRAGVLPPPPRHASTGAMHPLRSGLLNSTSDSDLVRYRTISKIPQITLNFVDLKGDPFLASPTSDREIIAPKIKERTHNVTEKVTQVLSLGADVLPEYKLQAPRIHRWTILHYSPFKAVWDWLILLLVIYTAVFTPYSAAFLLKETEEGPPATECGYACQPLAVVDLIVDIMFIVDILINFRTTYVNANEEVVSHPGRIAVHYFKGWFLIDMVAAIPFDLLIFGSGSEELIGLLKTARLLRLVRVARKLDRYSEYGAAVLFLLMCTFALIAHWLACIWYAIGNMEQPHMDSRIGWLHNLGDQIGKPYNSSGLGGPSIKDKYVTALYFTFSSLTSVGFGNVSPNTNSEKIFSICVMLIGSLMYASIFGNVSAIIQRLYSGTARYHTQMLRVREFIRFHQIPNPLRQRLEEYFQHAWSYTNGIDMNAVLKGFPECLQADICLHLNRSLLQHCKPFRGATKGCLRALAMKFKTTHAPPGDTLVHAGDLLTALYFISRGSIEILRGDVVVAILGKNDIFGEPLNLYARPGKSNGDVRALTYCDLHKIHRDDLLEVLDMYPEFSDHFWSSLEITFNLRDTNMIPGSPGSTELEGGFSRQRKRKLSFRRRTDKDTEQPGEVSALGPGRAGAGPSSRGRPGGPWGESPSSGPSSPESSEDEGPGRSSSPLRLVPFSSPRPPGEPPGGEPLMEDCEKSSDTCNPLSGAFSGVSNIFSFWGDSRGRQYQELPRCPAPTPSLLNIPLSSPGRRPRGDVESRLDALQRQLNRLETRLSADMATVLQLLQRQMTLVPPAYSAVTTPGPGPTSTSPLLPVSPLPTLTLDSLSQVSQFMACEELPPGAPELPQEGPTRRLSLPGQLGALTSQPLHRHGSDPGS
#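 U2OS cells transduced with wild-type KCNH2 virus are loaded with FluxOr dye for 45 min, and thallium flux is measured in kinetic reads before and after stimulation buffer. Rate constants are normalized to DMSO controls.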
# KCNH2 3.1 block: inhibitors of human KCNH2 3.1 potassium channel isoform. U2OS KCNH2 3.1, thallium flux FluxOr; active compounds read low. activity change, % (tested at about 1.8 µM). hit rate 0.95% among 340,000. AID 720553;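 active = maximum activity change below -70%; inconclusive = maximum activity change from -70% to -50%; inactive = maximum activity change above -50%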;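 note: thallium influx rate constant from kinetic fluorescence after stimulation buffer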
#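 Normalized rate constant (relative to positive and negative DMSO controls) derived from a 2 min kinetic fluorescence read after stimulation; U2OS cells expressing the 3.1 isoform via virus at 1.77 x 10^8 /mL.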
# Giardia killer: Giardia lamblia killing | Giardia lamblia trophozoite viability | activity change, % at 7.66 µM, hits read low | hit rate 0.15% among 340,000 | AID 540267; in the data active = activity change below about -80%; inconclusive = between about -30% and that limit;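 note: parasites exposed to compound for two days anaerobically before the ATP read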
#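 Anaerobic 48 hrs incubation at 37 deg C of 100 trophozoites/well with test compounds; ATPLite 1-Step luminescence, 15-30 min RT, reports cellular ATP as viability.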
# B2AR arrestin: agonists driving beta-arrestin recruitment to human beta2-adrenergic receptor | P07550 | beta-arrestin recruitment to beta2AR, cell-based reporter | Potency, µM (highest dose often 46.1 µM), for inactives: top-dose activation, hits mostly activators | hit rate 0.02% among 330,000;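 note: potency is the fitted concentration of half-maximal effect; 0% = DMSO controls and full agonism = EC100 isoproterenol or metaproterenol; nearly all actives have a fitted effect of over 65% in size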
# Eya2 phos inh: Eya2 (human) phosphatase inhibition; O00167; recombinant Eya2, OMFP fluorescence dephosphorylation (OMFP is methylfluorescein phosphate); Potency, µM (titrated, usually from 76.9 µM), for the others: at the highest dose activity, negative = inhibition, actives largely listed as inhibitors; hit rate 0.006% among 330,000; note: potency is the fitted concentration of half-maximal effect
#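 Eya2 (0.2 uM) preincubated 10 min at ambient with compound, then OMFP substrate added at 50 uM; 10 min reaction in 50 mM HEPES pH 7.5, 50 mM NaCl, 5 uM MgCl2, 0.05% BSA, 1 mM DTT. Fluorescence read at Ex 485/Em 525 nm.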
# USP2a block: USP2a (human) protease inhibition. USP2 core, Ub-CHOP2 coupled fluorogenic reporter, 485/531. Potency, µM (highest dose often 38.3 µM), without a hit: at the top dose activity change, negative = inhibition, most hits filed as inhibitors. hit rate 0.01% among 330,000;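 note: potency is the fitted concentration of half-maximal effect; plate controls were DMSO wells for no effect and full inhibition by NEM control for full effect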
#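 USP2 core (10nM final) preincubated 30min RT with compound in 20mM Tris-HCl pH 8.0, 2mM CaCl2, 2mM beta-mercaptoethanol, 0.05% CHAPS; 25nM Ub-CHOP2 plus 25nM reporter substrate added, fluorescence (Ex485/Em531) read after 60min.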
# FBPA coupling cs: counter-screen for Giardia aldolase inhibitors: coupling enzyme system; hit rate 0.67% among 290,000; activity change, negative = inhibition, % at 58.2 µM, hits read low; coupling enzyme system counterscreen, AmpLite Red fluorescence; AID 2472; in the data active = activity change below about -30%
#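 Coupling enzymes only (glyceraldehyde-3-phosphate) + compound, at 57.5 uM final, 10 min RT; add substrate/coupling/AmpLite Red mix, 20 min RT; fluorescence ex 525/em 598 nm. Actives flag coupling-system interference.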
# uPA surface inh: blocks generation of uPA at the cell surface; cell surface uPA generation assay, qHTS; Potency, µM (doses to about 38.3 µM), for the others: at the top dose activity change, negative = inhibition, actives largely listed as inhibitors; hit rate 0.31% among 330,000; active = well fitted inhibition curve with a large enough effect; inconclusive = small, poorly fitted or top-dose-only effect; inactive = no such curve, though single readings can be large or run the other way; tested in mouse RAW 264.7 cells; note: potency is the fitted concentration of half-maximal effect; nearly all actives have a fitted effect of over 55% in size
# BCR signal inh: inhibitors of chronic active B-cell receptor signaling. ABC-DLBCL IkBa-CBG/CBR reporter, luminescence ratio, 4 h. Potency, µM (titrated, usually from 46.1 µM), for the others: at the highest dose ratio change, negative = lower green/red ratio, usual class: inhibitors. hit rate 0.05% among 340,000; active = well fitted inhibition curve with a large enough effect in the signal ratio, with a control signal flat, not every such curve was filed as active; inconclusive = small, poorly fitted or top-dose-only effect, or effect the other way, or a change in a side signal; the % refers to the signal ratio;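 note: potency is the fitted concentration of half-maximal effect; plate controls were basal doxycycline-induced cells for no effect and cells given 10 µM MG132 for full effect; MG132 reads +100%, hits lower the ratio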
#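 TMD8 human ABC-DLBCL cells with doxycycline-inducible IκBα–green luciferase fusion and unfused red luciferase, in 0.5% FBS medium; compounds up to 46 uM, 4 h at 37C. Green/red luminescence ratio, filter-overlap corrected, fitted to concentration-response curves.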
# Numbers without * were called inactive; ? = inconclusive; / = no result given. Unless noted, calls come from the whole dose curve; as a rule, active = well fitted curve in the direction sought with a large enough effect; inconclusive = small, poorly fitted or top-dose-only effect, or another doubt; inactive = no such curve, though single readings can be large; an effect the other way counts as inactive or inconclusive. Unless noted, % is set by controls: 0 for no effect and ±100 for the full control effect. Compounds as they come; about 2.4% have a hit in one of these screens.
SMILES,GALK inh,PKM2 activator,hERG WT inh,KCNH2 3.1 block,Giardia killer,B2AR arrestin,Eya2 phos inh,USP2a block,FBPA coupling cs,uPA surface inh,BCR signal inh
COc1ccc(N=C2SCC(c3ccc([N+](=O)[O-])cc3)=NN2CCO)cc1,1%,1%,1,-6,-7,-0.5%,-7%,-3%,3,7%,10%
O=C(COC(=O)c1ccc2ncsc2c1)Nc1ccccc1Cl,/,/,-13,-3,1,0.6%,-16%,-1%,/,1%,-2%
CCOc1ccc(/C=N/NC(=S)NC2CC3CC2C2C=CCC32)cc1 (stereo not given),0%,7%,-9,-10,-18,-0.3%,6%,2%,-6,6%,?
N#Cc1cc2c(nc1SCc1cccnc1)CCCC2,-2%,?,-2,0,-4,-1.2%,11%,1%,9,6%,?
O=C(N/N=C/c1ccoc1)c1ccc(Cl)cc1,7%,1%,30,-27,11,0.3%,-11%,-1%,/,-6%,?
O=C(CSc1ccc(F)cc1)Nc1ccccc1N1CCOCC1,1%,/,0,3,7,0.1%,-6%,1%,/,?,6%
O=C(/C=C/c1ccccc1)c1ccccn1,0%,-45%,0,-9,-22,0.4%,-6%,0%,-5,3%,-19%
NC(=O)CSc1nnc(Cc2csc(Nc3ccccc3)n2)n1Cc1ccccc1,3%,6%,2,-18,3,-0.5%,0%,5%,2,-5%,?
COc1ccc(S(=O)(=O)Oc2ccccc2C(N)=O)cc1,/,/,0,-6,-14,-0.2%,9%,0%,/,-24%,-3%
O=C(COC(=O)COc1ccccc1)Nc1ccc(Br)cc1Br,/,/,3,6,-3,0.1%,0%,2%,/,1%,1%
O=C(O)C1CCCN(S(=O)(=O)c2ccc(-c3ccc(=O)[nH]n3)s2)C1 (stereo not given),-1%,/,-11,3,1,-0.1%,-22%,2%,/,6%,-10%
Cc1cccc(-c2nc(CS(=O)CC(=O)NCCc3ccc(Cl)cc3)c(C)o2)c1 (stereo not given),2%,/,4,10,24,0.0%,-8%,-13%,-2,-7%,?
Cc1cc(C)c(C(=O)COC(=O)Cn2nc(-c3ccccc3)oc2=O)cc1C,/,/,-13,-8,-25,0.1%,10%,6%,/,3%,5%
COCCN1CSC(=S)N(Cc2ccco2)C1,-3%,-7%,-2,10,?,0.0%,2%,3%,-10,/,-1%
CN(c1ccccc1)S(=O)(=O)c1cccc(NC(=O)c2cc3ccccc3oc2=O)c1,2%,-18%,4,-13,0,0.3%,6%,0%,-3,-2%,?

# Reprinted from the part before: 3 entries, followed by the next part.
SMILES,GALK inh,PKM2 activator,hERG WT inh,KCNH2 3.1 block,Giardia killer,B2AR arrestin,Eya2 phos inh,USP2a block,FBPA coupling cs,uPA surface inh,BCR signal inh
Cc1cc(C)c(C(=O)COC(=O)Cn2nc(-c3ccccc3)oc2=O)cc1C,/,/,-13,-8,-25,0.1%,10%,6%,/,3%,5%
COCCN1CSC(=S)N(Cc2ccco2)C1,-3%,-7%,-2,10,?,0.0%,2%,3%,-10,/,-1%
CN(c1ccccc1)S(=O)(=O)c1cccc(NC(=O)c2cc3ccccc3oc2=O)c1,2%,-18%,4,-13,0,0.3%,6%,0%,-3,-2%,?
CC(=O)NC(Cc1ccccc1C)C(=O)NC1CCN(c2nnnn2-c2ccccc2)CC1 (stereo not given),-1%,-1%,3,1,?,0.1%,0%,2%,1,-1%,7%
Cc1cccc(-c2nc(CS(=O)CC(=O)NC3CCCC(C)C3C)c(C)o2)c1 (stereo not given),/,1%,-4,-14,-10,-0.1%,1%,-2%,3,0%,20%
O=C(c1ccc(Br)cc1)N(Cc1nc2ccccc2c(=O)[nH]1)C1CCCC1,-4%,0%,-6,3,-9,-0.9%,-12%,3%,3,1%,3%
COc1ccc(C(=O)OCCN2CCOCC2)cc1,-3%,-3%,-1,3,4,-0.2%,9%,0%,-1,6%,3%
CCc1ccccc1NC(=O)NC1CCCCC1,3%,-7%,-2,-2,-5,-0.7%,8%,3%,6,1%,-24%
CCOC(=O)CCCCCC(=O)Nc1ccc2c(c1)C(=O)N([C@H](C)CO)C[C@@H](C)[C@H](CN(C)S(=O)(=O)c1cn(C)cn1)O2,/,/,-12,9,-1,-0.2%,-8%,3%,/,-11%,?
Cc1ccccc1SCC(=O)Nc1cc(C(F)(F)F)ccc1N1CCOCC1,/,/,-5,2,0,-0.1%,-9%,-11%,/,16%,26%
CC(=O)Nc1sc2c(c1C(c1ccncc1)N1CCOCC1)CCCC2 (stereo not given),10%,/,6,10,-1,0.0%,8%,-2%,-1,20%,0%
COc1ccc(/C(C)=N/NC(=O)c2nnn(-c3nonc3N)c2-c2cccs2)cc1OC,6%,/,1,13,-15,-0.5%,12%,2%,/,0%,-7%
Cc1ccnc(SC2CC(=O)N(c3ccc(Br)cc3)C2=O)n1 (stereo not given),2%,3%,-2,16,-14,-1.1%,-13%,0%,-2,-4%,-6%
O=C(NCc1ccco1)c1cccc(NS(=O)(=O)c2cccc(F)c2)c1,0%,15%,-1,10,4,0.0%,-4%,1%,0,3%,-3%
CC(=O)Nc1ccc(S(=O)(=O)Nc2ncccn2)cc1,0%,0%,6,5,-15,-0.4%,3%,2%,-3,/,-1%
Cc1ccc(NS(=O)(=O)c2cc(C(=O)NCc3ccncc3)ccc2C)cc1,-2%,7%,16,/,9,0.1%,-15%,2%,/,-3%,0%
COC(=O)CN1C(=O)[C@H]2[C@@H](c3ccc(C)o3)N3C(=O)CN(Cc4ccccn4)C(=O)[C@@]3(C)[C@H]2C1=O,/,-1%,-3,8,21,-0.8%,2%,2%,-2,0%,-15%
C=CCCC(=O)N(C)CCO,/,/,1,17,-3,3.5%,-10%,0%,/,-1%,-2%
Cc1cc(OC(C)C(=O)N(Cc2ccco2)C2CCS(=O)(=O)C2)ccc1Cl (stereo not given),/,-5%,6,6,17,0.0%,11%,2%,-1,3%,-9%
CCc1ccccc1NC(=O)CSC1=C(C#N)C(c2ccc(O)c(OC)c2)C2=C(CCCC2=O)N1 (stereo not given),0%,1%,7,-1,-9,-0.6%,9%,5%,-3,-2%,-7%
Cc1ccc2c(CC(=O)NNC(=O)c3ccccc3)coc2c1,0%,0%,3,11,15,-2.8%,8%,1%,0,1%,2%
COc1ccc2[nH]c3c(c2c1)CN(C)CC3,3%,1%,-3,16,-7,0.3%,16%,1%,-1,/,1%
Cc1nn(CC(=O)N2CCN(C)CC2)c(=O)c2c1sc1ccccc12,2%,/,1,-2,4,-0.3%,5%,3%,0,1%,1%
NS(=O)(=O)c1ccc(CCNC(=O)c2ccc3c(=O)n4c(nc3c2)CCCCC4)cc1,/,/,1,10,-21,-0.3%,3%,1%,/,3%,0%
COCCn1nnnc1C(c1cccs1)N1CCN2CCCC2C1 (stereo not given),2%,8%,-8,1,-9,0.1%,-2%,-2%,8,4%,-17%
Cc1[nH]c(=O)[nH]c(=O)c1NS(=O)(=O)c1ccc2c(c1)CCCC2,0%,-1%,-16,7,5,0.0%,-12%,5%,-4,3%,0%
CCC1(c2ccc(F)cc2)NC(=O)NC1=O (stereo not given),3%,2%,15,1,3,-0.5%,2%,1%,5,0%,-2%
COCCN1CC(O)=C(c2nc3ccccc3c(=O)[nH]2)C1=N,-2%,10%,-1,6,-11,0.5%,-21%,3%,-2,-1%,?
COc1cc(-c2noc(C)c2C#CC2(O)CCCCC2)cc(OC)c1OC,/,1%,-1,6,6,-0.9%,-6%,1%,-2,4%,?
CC(=O)c1ccc(OCCn2cnc3ccccc32)cc1,1%,-3%,5,9,-2,-0.4%,-2%,0%,0,-1%,?
CCn1nc(C(=O)Nc2nc3ccc(C)cc3s2)c2ccccc2c1=O,2%,0%,-11,-10,-7,0.0%,1%,4%,-3,-5%,?
COc1ccccc1NC(=S)NC(=O)c1ccc(Cn2cc(Br)cn2)cc1,2%,2%,14,-9,1,-0.7%,-1%,3%,0,-4%,?
CN(CCO)c1nc(N)c2c(N)nc3c(c2c1C#N)CC(=O)N3Cc1cccs1,0%,9%,2,2,12,-0.9%,19%,4%,-5,8%,-1%
CC1CCN(S(=O)(=O)c2cn(CC(=O)N3CCN(c4cccc(C(F)(F)F)c4)CC3)cn2)CC1,2%,/,2,-27,-9,0.2%,1%,1%,/,-8%,1%
COc1cc(CNCCNCC(C)O)ccc1OCc1ccc(Cl)nc1 (stereo not given),2%,0%,-2,-18,-17,-0.2%,-3%,3%,-1,0%,-17%
CCN(CC)C(=O)C1CCCN(C/C=C/c2ccccc2)C1 (stereo not given),0%,14%,11,-11,-5,0.2%,15%,0%,1,/,?
